Screening data as filed in PubChem.
GPR151 ag: activators of human GPR151; Q8TDV0; PathHunter beta-arrestin GPR151 cells, luminescence; activation, % at 11.2 µM; hit rate 1% among 650,000; AID 1508602; in the data active = activation above about 4.9%;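 note: 0% = median of compound wells and 100% = cells with positive control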
Target sequence (Q8TDV0 whole entry, looked up): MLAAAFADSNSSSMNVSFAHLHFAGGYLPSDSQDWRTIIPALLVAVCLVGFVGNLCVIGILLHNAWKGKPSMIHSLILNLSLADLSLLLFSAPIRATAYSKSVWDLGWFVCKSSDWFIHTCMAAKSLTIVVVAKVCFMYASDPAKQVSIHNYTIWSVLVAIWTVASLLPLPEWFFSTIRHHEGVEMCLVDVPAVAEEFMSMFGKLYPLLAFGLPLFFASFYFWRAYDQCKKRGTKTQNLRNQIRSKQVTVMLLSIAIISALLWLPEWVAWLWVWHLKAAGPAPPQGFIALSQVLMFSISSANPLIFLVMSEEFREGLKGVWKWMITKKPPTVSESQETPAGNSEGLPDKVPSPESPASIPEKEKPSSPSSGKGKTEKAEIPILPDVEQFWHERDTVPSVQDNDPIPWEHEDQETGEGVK
MITF primary: human MITF inhibition, primary screen; AlphaScreen MITF homodimerization, bead proximity signal; O75030; hit rate 0.91% among 650,000; inhibition, % at 2.6 µM; in the data active = inhibition above about 50%;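 note: 0% = vehicle wells with protein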
Target sequence (O75030 whole entry, looked up): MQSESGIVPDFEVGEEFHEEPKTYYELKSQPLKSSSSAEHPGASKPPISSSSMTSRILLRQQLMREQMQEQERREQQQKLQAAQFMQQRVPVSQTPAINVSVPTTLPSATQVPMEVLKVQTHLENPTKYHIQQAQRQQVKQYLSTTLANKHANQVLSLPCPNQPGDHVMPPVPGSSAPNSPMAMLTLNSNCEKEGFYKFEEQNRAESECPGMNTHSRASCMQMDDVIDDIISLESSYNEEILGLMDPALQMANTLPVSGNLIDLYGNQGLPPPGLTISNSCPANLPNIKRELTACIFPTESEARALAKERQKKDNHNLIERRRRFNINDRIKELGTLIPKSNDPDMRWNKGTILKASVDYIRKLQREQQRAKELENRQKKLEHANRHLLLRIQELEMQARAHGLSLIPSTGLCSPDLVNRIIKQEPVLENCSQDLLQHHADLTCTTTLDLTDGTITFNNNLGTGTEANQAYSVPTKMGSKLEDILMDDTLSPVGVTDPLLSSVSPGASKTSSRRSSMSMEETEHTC
FBW7 act: human FBW7 E3 ligase activation, primary screen; Q969H0; AID 1259310; AlphaScreen FBW7–phospho-cyclin E peptide binding, activator screen; hit rate 0.13% among 650,000; normalized activity (activation), % at 26.1 µM; in the data active = normalized activity above about 1.9%;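 note: purified mutant Fbw7 with reduced substrate affinity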
TEAD-YAP block: TEAD-YAP interaction inhibition; inhibition, % at 9.12 µM; hit rate 1.4% among 640,000; HEK-TIYL cells, TEAD-Gal4/YAP UAS-luciferase luminescence; in the data active = inhibition above about 32%;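 note: 0% = median of test compound wells and 100% = reference inhibitor wells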
* = called active by the depositor; nt = no result given.

Second line of a record: TEAD-YAP block	GPR151 ag	FBW7 act	MITF primary
- CCc1c(C)sc(NC(=O)OC)c1C(=O)N1CCCCC1
→ 6	0.4	-0.3	12
- CCC1(C)Cc2c(sc3nc(SCC(=O)c4ccc(Cl)cc4)n(-c4ccc(OC)cc4)c(=O)c23)CO1 (centres undefined)
→ 0	-0.4	0.2	8
- Fc1ccccc1-c1cnc2ccc(NC3CCOCC3)nn12
→ 21	-0.1	-0.3	-6
- CC(=O)N[C@@H](C)C(=O)NCC1Cc2cc(C)cc(-c3ccc4nc(C)ccc4c3)c2O1 (some centres undefined)
→ 2	0.6	0.1	6
- Nc1ccccc1C(=O)Nc1c(Cl)cccc1Cl
→ -18	-1.1	0.1	-15
- Cc1cc(/C=C2/NC(=O)NC2=O)c(C)n1-c1cccc([N+](=O)[O-])c1
→ -4	-1.7	0.6	21
- O=C(CNC(=O)c1ccc(Br)cc1)c1ccc(Cl)cc1
→ -3	-0.4	0.0	-8
- CCOC(=O)c1c(CN2CCCCC2C)oc2ccc(OC)cc12 (centres undefined)
→ -7	-0.6	0.1	8
- COc1cc(NC(=O)Cc2ccc([N+](=O)[O-])cc2)c(C(=O)O)cc1OC
→ -8	-1.9	0.3	-15
- COc1cc2nc(NCCC(C)C)n3nc(-c4cccnc4)nc3c2cc1OC
→ 18	-0.1	0.3	8
- COC(NC(=O)c1ccccc1)C(Cl)Cl (centres undefined)
→ -9	-0.3	0.0	0
- N#Cc1ccc(NC(=O)NCCc2c[nH]c3ccccc23)cc1
→ -7	-0.1	0.1	2
- CC(C)c1c(O)ccc2c1CCC1C(C)(C)CCC[C@]21C (some centres undefined)
→ -7	0.7	0.2	10
- CCOC(=O)/C(N=Nc1ccc(C(=O)O)cc1[N+](=O)[O-])=C(\C)O
→ 7	-2.4	0.1	-5
- Cc1ccnc(N2C(=O)OC(C)(C)C2(C)O)c1 (centres undefined)
→ -7	1.3	-0.1	-4
- COc1cc(=O)n2c(c1C(=O)N1CCN(C)CC1)CCN(CCCc1ccccc1)CC2
→ 6	0.9	-0.1	-4
- C=CCn1c(=O)c2c3c(sc2n2c(Nc4ccc(OC)cc4)nnc12)CCCC3
→ 10	-0.5	0.0	5
- COCCNC(=O)C(C(=O)c1ccccc1)n1ccccc1=O (centres undefined)
→ 1	-0.9	0.3	15
- CC(C)n1c(N2CCN(c3ccccn3)CC2)nc2c(NCCc3ccc(O)cc3)ncnc21
→ 8	0.2	0.1	-1
- O=C(CCc1nnc(CCc2c[nH]c3ccccc23)o1)NCc1cccc(-n2cccn2)c1
→ 6	-1.5	0.1	12
- COc1ccc(/C=C(/NC(=O)c2ccccc2Cl)C(=O)NCCO)cc1
→ -4	-1.8	0.7	17
- CC#CCN1c2ccccc2[C@]23C[C@@H](C(=O)OC)N(C(=O)c4ccc(Br)cc4)C2=NC(C(=O)OC)=C(C(=O)OC)[C@H]13
→ nt	0.9	0.0	-2
- CCCCCCCNc1c([N+](=O)[O-])ccc2nonc12
→ 3	-1.7	0.7	10
- CC1CC(C)CN(S(=O)(=O)c2ccc(Sc3ccc(Br)cc3)c(C(=O)NCCN3CCOCC3)c2)C1 (centres undefined)
→ -6	0.1	-0.2	-3
- O=C(NCC1CCC2(CCN(Cc3cccc(Cl)c3)CC2)O1)C1CCOCC1 (centres undefined)
→ 9	0.8	0.8	15
- O=C(Nc1ccc(F)cc1)c1cc(N2CCN(c3ccc(F)cc3)CC2)nc2ccccc12
→ -7	1.7	-0.1	-15
- COc1cccc(CN2C(=S)NC(C)(C)CC2(C)O)c1OC (centres undefined)
→ 3	-0.4	-0.2	2
- O=C1C2C=CC=CC2C(c2ccccc2)=NN1Cc1ccc(F)cc1 (centres undefined)
→ 4	1.1	0.4	-5
- COC(=O)c1ccccc1OCC(O)CN1CCN(C(=O)c2ccccc2)CC1 (centres undefined)
→ 2	-0.2	-0.1	17
- CCCOC(=O)c1ccc2c(c1)C(=O)N(c1ccc(Oc3ccccc3)cc1)C2=O
→ -2	0.2	0.3	18
- COC(=O)c1ccccc1NC(=O)c1sc2ncnc(N3CCCCC3C)c2c1C (centres undefined)
→ 7	0.0	0.3	-8
- CC(C)(C)NC(=O)c1cc2c(n(-c3ccccc3)c1=O)CCCC2=O
→ 4	-0.1	0.0	-3
- COc1c(F)c(F)c(/C(O)=C/c2nc3ccccc3oc2=O)c(F)c1F
→ 2	0.6	0.0	23
- O=C(CSc1nc2ccccc2o1)Nc1ccccc1Br
→ -47	-0.1	-0.1	7
- COc1ccc(/C=N/NC(=O)c2ccn(C)n2)cc1
→ -57	-1.8	0.0	4
- O=C(c1ccccc1F)N1CCN(C(=O)C(c2ccccc2)c2ccccc2)CC1
→ 0	2.4	-0.2	4
- NC(=O)C1CCN(c2ccc(Nc3nccc4ccccc34)nn2)CC1
→ 3	1.5	-0.3	11
- COc1ccc(-c2nc(N3CCN(C)CC3)[nH]c(=O)c2C#N)cc1
→ -2	-1.1	0.1	4
- O=C(NNS(=O)(=O)c1ccc2c(c1)OCCO2)c1ccccc1Br
→ -10	-0.3	0.2	15
- N#Cc1ccc(-c2csc(NC(=O)c3ccc([N+](=O)[O-])o3)n2)cc1
→ 15	-0.9	0.0	-6
- Nc1ncc(Br)cc1S(=O)(=O)NC1CCCCCCC1
→ -2	7.3*	-0.1	6
- O=C(Nc1ccc(-c2csc(Nc3ccccc3)n2)cc1)c1ccccc1
→ -4	0.2	-0.2	1
- COc1cccc(NC(=O)c2cc(C)ccc2C)c1
→ 1	0.9	-0.1	-4
- COC(=O)CCS(=O)(=O)c1ccc(C(=O)O)cc1N
→ -3	-0.4	-0.2	-6
- Oc1c(/C=C2\C=NN=C2c2ccccc2)sc(=S)n1CC1CCCO1 (centres undefined)
→ -5	0.6	-0.3	5
- CCOc1ccccc1-n1c(SCC(=O)Nc2cccc(O)c2)nnc1-c1cccnc1
→ -2	0.3	0.1	0
- CCCCCC(=O)Nc1cc(-c2nc3ncccc3o2)ccc1Cl
→ 6	-0.4	0.1	8
- CC12CCC(Br)(C(Br)C1=O)C2(C)C (centres undefined)
→ 1	-0.4	0.1	8
- Cn1c2c(c(=O)n(C)c1=O)C(c1cccc(Br)c1)C(C#N)=C(N)O2 (centres undefined)
→ 0	2.6	0.1	5
- CCc1ccc(C2C(C#N)=C(N)N(N(C)C)C3=C2C(=O)CCC3)cc1 (centres undefined)
→ 5	-0.2	0.5	11
- Cc1cc(C(=O)O)ccc1[C@H](N)C(=O)O
→ nt	0.7	0.6	2
- CCOC(=O)C1CCCN(C(=O)C2CC(Cc3cccc(OC)c3)=NO2)C1 (centres undefined)
→ -13	0.1	-0.1	-6
- CCN1C(=O)c2n[nH]c(C(=O)OC)c2C1=O
→ 1	0.7	0.4	0
- Cc1ccc(/C=C2\SC(=N)N(c3ccc(F)cc3)C2=O)cc1
→ -11	1.3	-0.3	-11
- COc1ccc(OCC(=O)Nc2ccc(C(=O)OCCC(C)C)cc2)cc1
→ -9	1.2	-0.1	3
- O=C(CSc1nc2sc3c(c2c(=O)[nH]1)CCC3)NCCO
→ 4	0.3	0.0	22
- Cc1ccc(NS(=O)(=O)c2cccc(C(=O)O)c2)cc1S(=O)(=O)N(C)C
→ 1	0.1	-0.1	8
- CCC(=O)NNC(=O)c1c(O)c2ccccc2[nH]c1=O
→ 1	0.6	-0.3	2
- CCCN(CCC)S(=O)(=O)c1ccc(C(=O)Nc2nc3c(OC)cccc3s2)cc1
→ 4	6.6*	0.3	-31
- Cc1cc(NC(=O)c2sc3cc(F)ccc3c2Cl)no1
→ -74	2.0	0.2	-12

Additional records
Second line of a record: TEAD-YAP block	GPR151 ag	FBW7 act	MITF primary
- O=C1/C(=C/c2ccccc2)SC(=S)N1N1C(=O)C2CC2C1=O (centres undefined)
→ -5	-0.5	-0.2	8
- CCCn1c(N2CCN(C(=O)Nc3ccc(Cl)cc3)CC2)nc2ccccc21
→ 8	0.8	0.2	10
- COc1cccc(CN2CCN(Cc3ccccc3Cl)CC2)c1OC
→ 1	-0.7	-0.1	41
- CSc1ccccc1NC(=O)Cn1nc([N+](=O)[O-])c(Cl)c1C
→ 8	-0.2	-0.1	-1
- O=C(CN(Cc1ccccc1)C(=O)CCC(=O)Nc1ccccn1)NCc1ccccc1
→ -1	-2.1	0.0	7
- N/C(=N\OC(=O)COc1ccccc1Cl)c1ccncc1
→ -46	1.5	-0.1	-3
- COc1cc(/C=N/NC(=O)c2cc[n+]([O-])cc2)cc(OC)c1OC
→ 4	1.2	0.2	8
- CN1[C@@H]2CC[C@H]1CC(OC(=O)[C@H](CO)c1ccccc1)C2 (some centres undefined)
→ nt	0.0	-0.1	-13
- O=c1nc(Nc2ccccc2)[nH]c(=O)[nH]1
→ 12	-2.0	0.2	4
- CC1(C)CC(OC(=O)c2ccccc2C(=O)OC2CC(C)(C)NC(C)(C)C2)CC(C)(C)N1
→ -5	-0.2	-0.1	4
- O=C(CCC(=O)N1CCSc2ccccc21)N1CCOCC1
→ -7	-1.9	0.1	-8
- COc1ccc(S(=O)(=O)N(CC(=O)NCCSCc2ccc(Cl)cc2)c2ccc(C)cc2)cc1OC
→ -3	0.4	0.1	12
- CS(=O)(=O)NCC1CCC(C(=O)Nc2ccccc2)CC1 (centres undefined)
→ -6	4.1	-0.1	5
- CCCCCn1c(SCc2cccc(Cl)c2)nc2cc(C(=O)N3CCCC3)ccc2c1=O
→ -5	0.0	0.0	-8
- Cc1ncc2c(c1CNC(=O)c1cc3ccccc3[nH]1)CCN(C(=O)c1ccoc1)C2
→ -14	-0.2	0.2	14
- Cc1nn(C)cc1CNc1nc(C)c(-c2ccn(CC3COc4ccccc4O3)n2)s1 (centres undefined)
→ -13	3.3	-0.2	-3
- COc1cc(CNc2ccc(F)c(Cl)c2)c([N+](=O)[O-])cc1OC
→ -15	0.3	-0.1	0
- COc1cc(C2NC(=O)NC3=C2C(=O)N(CCN2CCCCC2)C3)ccc1O (centres undefined)
→ -3	0.6	-0.1	2
- CC(C)(C)c1ccc(C(=O)Nc2cccc(NC(=O)c3ccccc3I)c2)cc1
→ -58	-0.3	0.2	14
- COc1cccc(C(=O)Nn2c(-c3ccc(C(C)(C)C)cc3)nc3ccccc3c2=O)c1
→ 42*	0.9	0.0	7
- COC(=O)c1ccccc1NC(=O)/C(C#N)=C/c1cc(Cl)c(OC)c(OC)c1
→ 7	0.8	0.1	53*
- CCCCCOC(=O)C1=C(C)OC23OC(N)=C(C#N)C12C(=O)c1ccccc13 (centres undefined)
→ 3	-1.7	0.6	-3
- CCc1nc2ccccc2c(N)c1C
→ -5	1.2	-0.1	10
- CC1CCN(c2nc3c(c(=O)n(C)c(=O)n3C)n2Cc2ccc(Cl)cc2Cl)CC1
→ -10	-0.7	0.2	12
- CCOCCCNC(=O)c1cc(Nc2cc(C)cc(C)c2)nc2ccccc12
→ -4	0.0	0.3	-4
- CN(C)S(=O)(=O)c1ccc(Nc2nc3ccccc3n3nnnc23)cc1
→ 2	0.6	-0.1	1
- Cc1ccc2cc3c(nc2n1)CCN(CCc1ccccn1)C3
→ -8	-1.1	-0.1	7
- COC(=O)c1cccc(-n2cc(Nc3nccc(-c4cncc(N5CCOCC5)c4)n3)cn2)c1
→ -1	-0.6	-0.2	9
- CN(C)CCNCCCCOc1cccc([N+](=O)[O-])c1
→ -3	1.1	0.0	-28
- N#C/C(=C/c1cc([N+](=O)[O-])ccc1F)c1nc2ccccc2[nH]1
→ -9	-0.7	-0.1	2
- O=C(Nc1ccccc1)/C(=C\c1ccc([N+](=O)[O-])o1)NC(=O)c1ccc(Br)cc1
→ -2	2.2	-0.1	27
- CCN(CC)C(=O)C1CCCN(c2nc(Nc3ccc(Oc4ccccc4)cc3)c3ncn(CCN4CCCC4=O)c3n2)C1 (centres undefined)
→ -7	0.8	0.1	4
- N#Cc1c(NC(=O)COc2cccc(Br)c2)sc2c1CCC2
→ 3	0.0	0.4	10
- Cc1ccc(/C(O)=C2/C(=O)C(=O)N(CCCC(=O)O)C2c2ccc(F)cc2)cc1 (centres undefined)
→ -2	1.5	-0.2	-3
- COc1ccc(CNC(=O)c2c(C)[nH]c(C(C)=O)c2C)cc1
→ 58*	-0.5	-0.3	11
- CCOC(=O)C1=C(C)N=c2s/c(=C\c3ccc(N4CCCCC4)o3)c(=O)n2C1c1ccc(C(C)C)cc1 (centres undefined)
→ 5	-1.0	-0.1	-13
- CC(=O)NNC(=O)c1oc2ccccc2c1C
→ 4	0.4	-0.1	-3
- CCCc1ccc(OCc2nc(-c3ccc(NC(=O)c4ccco4)cc3)no2)cc1
→ -61	-0.2	-0.1	-1

Random draw from the library. About 3.5% of those tested had a hit in this group.
